# High-throughput results as filed in PubChem.
# NCI-60 one-dose screen, 48 h, at 10 µM unless noted. Numbers give growth in % (100 = growth as untreated, 0 = no growth, -100 = all killed).
# OVCAR-5: OVCAR-5 ovarian cancer. AID 1794783. 2.9% of 82,000 active
# OVCAR-8: OVCAR-8 ovarian cancer; 4.4% of 81,000 active
# NCI-H23: NCI-H23 lung cancer. 4% of 80,000 active
# NCI-H322M: NCI-H322M lung cancer; AID 1794733; 2.7% of 80,000 active
# NCI/ADR-RES: NCI/ADR-RES ovarian cells | AID 1794790 | 4.4% of 81,000 active
# NCI-H522: NCI-H522 lung cancer | AID 1794739 | 8% of 78,000 active
# NCI-H460: NCI-H460 lung cancer | 6.8% of 82,000 active
# OVCAR-3: OVCAR-3 ovarian cancer; AID 1794787; 7% of 79,000 active
# NCI-H226: NCI-H226 lung cancer. 3.5% of 79,000 active. AID 1794732
# * = called active by the depositor; . = not tested or not shown; & = joins results of further samples; ! = repeats disagree; [ ] = remark or other dose. Rule for the calls: active = growth percent below 10; inactive = the rest. Not a hit list. About 11% of those tested had a hit in this group.
SMILES	OVCAR-5	OVCAR-8	NCI-H23	NCI-H322M	NCI/ADR-RES	NCI-H522	NCI-H460	OVCAR-3	NCI-H226
COc1ccc(C2SCC(=O)N2CCCN2CCOCC2)cc1OC (centres undefined)	112.2	102.3	104.3	106.5	109.9	98.8	107.9	106.8	108.0
O=S(=O)(NCCNc1cc(-c2c(-c3cccc(O)c3)nc3sccn23)ccn1)c1ccc(O)cc1	92.9	90.6	101.2	99.3	109.5	83.3	96.3	101.8	96.7
OC(c1ccccc1)(c1ccccc1)c1nccn1-c1ccccc1	94.0	106.0	99.2	100.8	97.8	102.1	116.9	109.4	106.0
Clc1cccc(Nc2ncnc3onc(-c4ccccc4)c23)c1	62.2	91.0	89.5	76.7	88.3	80.1	100.0	97.0	.
Cc1ccc(S(=O)(=O)Oc2ccc3sc4c(CO)ccc(NCCN(C)C)c4c(=O)c3c2)cc1	-93.2*[100 µM]	-73.3*[100 µM]	-79.5*[100 µM]	-98.2*[100 µM]	-58.0*[100 µM]	-74.4*[100 µM]	-83.0*[100 µM]	-79.3*[100 µM]	-42.2*[100 µM]
NS(=O)(=O)c1cc(Br)c2c(c1)S(=O)(=O)NCN2	112.1	102.8	.	119.2	135.5	101.8	111.7	99.3	112.8
CCCCC1COc2cccc3c2N1C=C/C3=C\C(=O)N(C)c1ccc(Cl)cc1 (centres undefined)	102.8	101.0	95.8	93.6	96.7	94.9	109.2	93.4	.
COc1ccc2c(c1)CCC1(C)CC(=O)C=C21 (centres undefined)	100.9	100.8	103.8	115.1	109.2	103.6	100.7	118.5	.

# The last 3 entries of the part before are carried over, then new ones follow.
SMILES	OVCAR-5	OVCAR-8	NCI-H23	NCI-H322M	NCI/ADR-RES	NCI-H522	NCI-H460	OVCAR-3	NCI-H226
NS(=O)(=O)c1cc(Br)c2c(c1)S(=O)(=O)NCN2	112.1	102.8	.	119.2	135.5	101.8	111.7	99.3	112.8
CCCCC1COc2cccc3c2N1C=C/C3=C\C(=O)N(C)c1ccc(Cl)cc1 (centres undefined)	102.8	101.0	95.8	93.6	96.7	94.9	109.2	93.4	.
COc1ccc2c(c1)CCC1(C)CC(=O)C=C21 (centres undefined)	100.9	100.8	103.8	115.1	109.2	103.6	100.7	118.5	.
O=C1S/C(=C\c2ccccc2Cl)C(=O)N1Cc1cc2ccccc2nc1Cl	102.8	100.7	107.0	104.1	101.8	96.1	104.6	.	95.3
CC(C)Cc1cc(-c2cc(CC(C)C)on2)no1	110.7	111.9	111.6	109.6	113.4	97.9	120.0	114.1	120.7
CCOP1(=O)OC(C)CN(C)c2oc(-c3ccc(C)cc3)nc21 (centres undefined)	110.5	102.7	104.9	104.4	108.3	102.6	121.9	129.3	108.7
CCOC(=O)c1[nH]c2cc(Cl)ccc2c1C(C(=O)NC1CCCCC1)N1CCN(CC)C(=O)c2ccccc2C1=O (centres undefined)	105.8	90.9	86.4	90.9	91.1	81.4	97.4	98.2	82.9
O=C(c1ccc(O)cc1)C1[C@H](c2ccc(Br)cc2)[C@@H](c2ccccc2)NC12C(=O)Nc1ccc(Br)cc12 (some centres undefined)	-4.8*	12.0	-54.4*	10.4	-2.8*	-41.6*	6.6*	-38.9*	-34.5*
O=C(Nc1ccc([N+](=O)[O-])cc1)N1CCCCC1	107.7	110.5	.	.	101.8	81.2	110.9	104.8	105.3
CCCCNS(=O)(=O)C(C(=O)OCC)c1ccc2c(c1)N(C)C(=O)C(CCOc1ccncc1)O2 (centres undefined)	101.8	99.0	106.2	104.9	107.3	96.7	115.2	109.1	121.9
Cc1cc2ncn(C(=O)Nc3ccccc3)c2cc1C	104.4	102.1	102.0	103.3	103.3	.	98.7	96.6	95.1

SMILES	OVCAR-5	OVCAR-8	NCI-H23	NCI-H322M	NCI/ADR-RES	NCI-H522	NCI-H460	OVCAR-3	NCI-H226
CCOC(=O)c1cc(-c2nc3ccccc3s2)c(=O)n(NS(=O)(=O)c2ccc(Cl)cc2)c1N	100.2	99.8	94.2	104.5	104.4	87.9	102.3	110.4	80.2
CN1Cc2c(cc(CN3CCCCC3)n2C)C(c2ccc(Br)cc2)C1 (centres undefined)	96.1	96.9	84.6	91.5	88.1	90.5	96.9	95.4	90.7
N#Cc1c(N2CCNCC2)nc2n(c1=O)-c1ccccc1Sc1ccccc1-2	102.9	99.7	98.8	91.1	91.8	82.6	100.2	77.8	108.2
CCOC(=O)c1sc(NC(=O)/C=C/c2ccccc2)nc1N1CCOCC1	103.2	.	111.3	104.9	107.7	87.5	105.4	108.2	112.6
O=C1CCC(C(=O)NNc2ccc(C(F)(F)F)cc2)N1 (centres undefined)	103.7	104.0	100.3	99.7	107.4	86.8	100.5	97.3	98.2
O=C(Nc1ncccc1OCc1cn(Cc2ccc(Cl)cc2)nn1)c1ccccc1	96.4	105.5	98.6	102.8	92.1	94.6	101.3	100.2	98.7
Cc1cccnc1NS(=O)(=O)c1ccccc1	92.7	105.0	102.9	117.9	112.1	92.2	111.1	95.5	103.9
O=C(CCc1nnc(-c2cccnc2)o1)c1nc2ncccc2[nH]1	105.1	101.3	88.8	101.3	94.0	93.3	104.1	101.9	86.0

SMILES	OVCAR-5	OVCAR-8	NCI-H23	NCI-H322M	NCI/ADR-RES	NCI-H522	NCI-H460	OVCAR-3	NCI-H226
CC1(C)CC[C@]2(C(=O)O)CC[C@]3(C)C(=CC[C@@H]4[C@@]5(C)C/C(=C/c6ccco6)C(=O)C(C)(C)[C@@H]5CC[C@]43C)[C@@H]2C1	-64.2*[100 µM]	9.4*[100 µM]	-25.6*[100 µM]	-48.8*[100 µM]	-12.6*[100 µM]	-39.3*[100 µM]	-55.9*[100 µM]	-70.0*[100 µM]	-42.4*[100 µM]
COc1ccc(/C=C(\NC(=O)c2ccccc2)C(=O)NN(C)c2ccnc3cc(Cl)ccc23)cc1OC	105.5	93.2	87.2	107.7	103.3	81.6	102.7	108.0	78.6
CC1CCC2(CC1)N=C(N)NC(Nc1ccc(S(N)(=O)=O)cc1)=N2 (centres undefined)	99.8	107.1	102.0	127.8	112.2	97.2	104.1	112.7	103.1
Nc1ccc(C(=O)Nc2ccc(Nc3ccncc3)cc2)cc1	94.6	98.5	103.2	102.4	101.8	85.3	101.7	106.0	92.6
CC(C)[C@@H](C)/C=C/[C@@H](C)[C@H]1CCC2=C3C=CC4=CC(=O)CC[C@]4(C)[C@H]3CC[C@@]21C	105.5	91.1	96.0	93.9	100.7	67.2	106.5	115.5	93.2
Nc1nc(C(F)(F)F)ccc1C(=O)N/N=C/c1c(Cl)cccc1Cl	.	104.9	.	90.8	.	107.9	100.2	97.6	.
CCCCC(O)Cn1ncc(C(=O)N/N=C\c2ccc(OC(F)F)c(OC3CCCC3)c2)c1N (centres undefined)	94.7	62.7	75.6	95.5	85.0	81.8	90.1	.	71.7
CC(=O)OS(=O)(=O)c1ccc(C)cc1	114.2	.	102.3	107.1	103.5	.	102.0	106.8	101.9

SMILES	OVCAR-5	OVCAR-8	NCI-H23	NCI-H322M	NCI/ADR-RES	NCI-H522	NCI-H460	OVCAR-3	NCI-H226
CCC(C(=O)OC)C(=O)c1ccccc1 (centres undefined)	98.3	109.8	106.0	130.7	109.1	.	108.5	108.9	102.1
O=C1c2cccc3c(N4CCCCC4)ccc(c23)C(=O)N1c1nc2ccccc2s1	85.4	101.3	86.9	72.5	92.7	69.3	96.2	88.8	78.8
O=C1Nc2ccc(Br)cc2/C1=N/c1n[nH]c(=S)s1	109.7	95.0	93.3	106.9	95.7	93.4	105.6	103.6	99.4
Cc1cc(C)n(-c2nc(-c3no[n+]([O-])c3C)cs2)n1	95.6	101.0	98.3	98.8	103.9	89.2	106.1	107.1	.
Cc1ccc(C)n1-c1ccsc1C(=O)NNC(=O)CCl	111.1	105.5	85.1	99.7	98.5	79.5	101.1	93.2	80.1
CC1(c2ccncc2)Nc2cc(Cl)ccc2-c2ccnn21 (centres undefined)	92.6	94.7	.	.	92.2	71.0	98.9	86.1	87.7
Cc1ccc2c(c1)Nc1nc3nonc3nc1N2	112.5	108.6	100.2	113.8	107.0	101.6	104.4	105.9	99.0
CC(C)c1ccc2c(c1)CCC1C2CCCC1(C)NCc1ccccc1 (centres undefined)	53.5	91.5	73.0	32.6	62.7	9.7*	71.3	80.4	103.4

SMILES	OVCAR-5	OVCAR-8	NCI-H23	NCI-H322M	NCI/ADR-RES	NCI-H522	NCI-H460	OVCAR-3	NCI-H226
Nc1ccc2oc(=O)c3ccccc3c2c1	109.7	89.5	105.5	100.4	95.5	88.0	97.6	94.7	85.9
NC(CSCc1ccccc1)C(=O)Nc1ccc([N+](=O)[O-])cc1 (centres undefined)	103.6	110.8	100.9	90.9	99.0	84.3	102.9	99.8	101.5
NC(=O)CSc1nc(-c2ccc(F)cc2)cc(-c2ccco2)n1	.	98.1	98.7	99.9	104.7	94.5	110.0	111.3	.
CC(=O)c1cnn(-c2cc(=O)[nH]c3ccccc23)c1C	98.8	96.8	108.0	99.0	96.4	92.7	105.0	110.3	89.4
CC(=O)OC1c2ccccc2C2c3ccccc3C1C2Cl (centres undefined)	106.3	107.7	102.8	119.8	102.6	108.8	112.7	109.9	103.5
Cc1ccc(/C=C2/SC(=S)N(CCc3ccc(O)cc3)C2=O)o1	104.9	104.1	93.4	99.1	80.0	82.3	106.2	90.3	113.5
CCOC(=O)CCC1CCCCC1=O (centres undefined)	109.5	102.5	111.1	110.9	114.4	93.9	107.1	119.0	100.8
O=C(OCC(O)C(=O)NC12CC3CC(CC(C3)C1)C2)c1ccc(Cl)cc1 (centres undefined)	103.0	98.3	99.4	101.1	97.5	86.1	102.0	107.2	90.5

SMILES	OVCAR-5	OVCAR-8	NCI-H23	NCI-H322M	NCI/ADR-RES	NCI-H522	NCI-H460	OVCAR-3	NCI-H226
O=C1C=C(Nc2cccc(C(=O)O)c2)c2ccccc2C1=O	104.5	96.1	94.2	89.5	98.3	103.1	109.4	106.0	.
O=C(O)CN1CCc2c(sc3ncnc(N/N=C/c4ccc(Br)cc4)c23)C1	108.4	103.8	104.8	.	109.7	97.4	109.5	105.9	102.8
O=C(Nc1cc(C(F)(F)F)cc(C(F)(F)F)c1)c1cc(Cl)ccc1O	23.1&27.2	3.2*	-11.5*	1.1*	2.1*	-23.0*	2.2*	2.5*!	-27.9*
Brc1cscc1Br	100.3	96.5	104.0	106.4	108.3	109.2	104.1	114.8	93.2
Cc1ccc(C(O)(CNCc2ccccc2)c2ccccc2)cc1 (centres undefined)	92.6	91.6	91.3	95.4	89.3	72.5	103.9	101.5	.
Nc1ccccc1C#Cc1ccccc1C#Cc1ccc(OCCCCCCOc2ccc(C#Cc3ccccc3C#Cc3ccccc3N)cc2)cc1	90.7	95.6	95.3	106.0	93.0	.	113.5	108.5	99.6
N[C@@H](Cc1c[nH]c2ccccc12)C(=O)Nc1nncs1	126.4	115.4	101.5	99.0	115.4	105.4	106.3	131.2	102.9
CCCc1ccnc(NS(=O)(=O)c2ccc(N)cc2)n1	116.7	75.2	62.8	103.0	112.4	56.6	95.4	73.5	79.2

SMILES	OVCAR-5	OVCAR-8	NCI-H23	NCI-H322M	NCI/ADR-RES	NCI-H522	NCI-H460	OVCAR-3	NCI-H226
COC(=O)NC1(C(=O)O)CCCC1	149.2	77.6	129.2	109.9	137.2	98.4	109.5	116.5	99.1
COc1ccc(/C=N/Nc2ncc(C(N)=O)c(N)n2)cc1	121.4	104.5	91.7	78.2	97.5	83.6	84.8	97.8	93.0
CC1Nc2cccc3cccc(c23)NC1=O (centres undefined)	97.1	104.5	96.7	.	98.5	96.2	103.3	107.3	77.9
CCOC(=O)CN(C)CC(=O)OCC	100.5	107.3	98.8	98.7	103.1	97.3	105.7	112.5	.
O=CNNc1ccccc1	85.7	78.0	106.9	68.5	84.9	62.4	94.1	97.3	92.6
O=C(CS(=O)(=O)c1ccc(F)cc1)Nc1ccccc1C(=O)O	106.0	105.4	113.7	103.5	113.3	97.2	108.1	100.3	107.2
Cc1ccccc1-n1c(C)nc2cc(NS(=O)(=O)c3ccccc3)ccc2c1=O	109.0	94.7	98.7	106.8	103.4	97.8	110.7	104.3	94.8
N#Cc1ccc(NC(=O)Nc2ccc([N+](=O)[O-])cc2Cl)cc1	107.9	96.0	93.6	97.3	97.3	82.0	95.3	101.5	101.8

SMILES	OVCAR-5	OVCAR-8	NCI-H23	NCI-H322M	NCI/ADR-RES	NCI-H522	NCI-H460	OVCAR-3	NCI-H226
N#Cc1c(-c2cccs2)nc(N2N=C(c3ccccc3)CC2c2ccc(F)cc2)[nH]c1=O (centres undefined)	105.6	102.4	85.7	84.7	99.2	78.8	110.7	100.8	91.7
Cc1ccc(N(C(=O)CCc2c[nH]c3ccccc23)[C@H](C(=O)Nc2cccc([N+](=O)[O-])c2)c2cccc([N+](=O)[O-])c2)cc1	105.7	94.9	99.3	84.7	94.0	80.9	100.3	106.3	80.0
Cn1cc(-c2nnc(N)nc2-c2c[nH]c3ccc(F)cc23)c2cccnc21	83.3	49.3	53.7	71.0	72.9	20.4	18.0	25.3	72.4
OCC(O)c1ccccc1 (centres undefined)	100.2	107.9	102.8	97.5	104.8	96.4	104.9	101.3	107.0
CCOC(=O)/C(C#N)=C/c1ccccc1[N+](=O)[O-]	105.4	101.3	97.6	105.2	105.5	82.9	105.9	106.4	95.6
Cc1cc(NCc2cc(Nc3ccnc4cc(Cl)ccc34)ccc2F)nc(N2CCCC2)n1	6.3*	2.5*	32.9	30.6	12.7	-40.3*	-51.7*	-73.6*	65.8
O=S(=O)(NCCNc1cc(-c2c(-c3cccc(O)c3)nc3sccn23)ccn1)c1c(Cl)cccc1Cl	84.0	49.3	72.8	76.4	89.8	70.6	40.6	70.5	81.6
COc1ccc(Nc2ncnc3c2cnn3-c2cccc(F)c2)cc1	108.9	97.8	97.5	89.7	100.3	71.6	108.3	110.6	98.2
COc1cc(-c2nc(SCCC(C)C)nc(Nc3ccccc3C)c2C#N)cc(OC)c1OC	100.7	99.6	100.8	99.3	108.5	.	107.3	120.7	.
